# BLM inh – qHTS Assay for Inhibitors of Bloom's syndrome helicase (BLM); RecQ-like DNA helicase BLM (Homo sapiens), P54132; AID 2528, 2010; 350,000 compounds, 0.2% hits; recombinant BLM DNA unwinding, fluorescence dequenching; Potency, µM (series often up to 56.1 µM), for inactives: at the top dose activity change, negative = inhibition, actives largely listed as inhibitors;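 also: plate controls were vehicle for no effect and no enzyme for full effect; nearly all actives have a fitted effect of over 35% in size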
# Pol kappa inh – qHTS for Inhibitors of Polymerase Kappa | Potency, µM (highest dose often 107 µM), without a hit: at the highest dose activity, negative = inhibition, actives largely listed as inhibitors | 400,000 compounds, 0.53% hits | purified Pol kappa, fluorescent DNA synthesis assay, 10 min | DNA polymerase kappa (Homo sapiens), Q9UBT6; also: % is scaled to controls: 0 for no effect and ±100 for the full control effect
#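 First, compounds were pin-transferred onto 10 nM Pol kappa. After 15 min at room temperature, substrate was added to 50 nM final. Fluorescence was then measured kinetically at 0 and 10 min.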
# POLH inh – qHTS for Inhibitors of Polymerase Eta | DNA polymerase eta (Homo sapiens), Q9Y253 | recombinant Pol eta, fluorescent DNA replication assay | Potency, µM (top dose mostly 114 µM), for the others: top-dose activity change, negative = inhibition, hits mostly inhibitors | 390,000 compounds, 1.2% hits; also: % is scaled to controls: 0 for no effect and ±100 for the full control effect
# Target sequence (Q9Y253 whole entry, looked up): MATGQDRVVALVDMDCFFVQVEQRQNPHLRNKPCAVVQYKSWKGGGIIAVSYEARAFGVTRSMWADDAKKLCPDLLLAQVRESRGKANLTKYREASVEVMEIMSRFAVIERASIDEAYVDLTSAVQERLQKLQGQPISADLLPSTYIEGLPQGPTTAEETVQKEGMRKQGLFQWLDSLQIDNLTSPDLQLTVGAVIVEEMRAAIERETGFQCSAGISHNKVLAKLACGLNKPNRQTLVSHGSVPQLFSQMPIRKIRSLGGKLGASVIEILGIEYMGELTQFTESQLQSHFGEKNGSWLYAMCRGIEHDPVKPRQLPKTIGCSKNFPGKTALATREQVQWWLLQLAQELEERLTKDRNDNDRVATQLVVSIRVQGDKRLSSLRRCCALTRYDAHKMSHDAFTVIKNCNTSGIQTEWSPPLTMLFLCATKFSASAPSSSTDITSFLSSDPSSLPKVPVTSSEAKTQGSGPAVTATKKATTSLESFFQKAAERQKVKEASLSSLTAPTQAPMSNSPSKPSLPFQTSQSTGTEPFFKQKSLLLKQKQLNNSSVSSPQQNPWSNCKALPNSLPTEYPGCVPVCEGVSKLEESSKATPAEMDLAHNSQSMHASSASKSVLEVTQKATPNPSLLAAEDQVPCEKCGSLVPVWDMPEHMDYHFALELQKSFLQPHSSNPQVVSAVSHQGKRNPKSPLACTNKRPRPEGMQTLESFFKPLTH
#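 Fluorescent replication assay: 50 nM final substrate added after a 15 min room-temperature compound preincubation with 10 nM enzyme. Signal taken at 0 min and again at 10 min.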
# POLI inh – qHTS for Inhibitors of Polymerase Iota; DNA polymerase iota (Homo sapiens), Q9UNA4; Pol iota fluorescent replication assay, 10 min; Potency, µM (titrated, usually from 115 µM), for inactives: top-dose activity, negative = inhibition, actives largely listed as inhibitors; 390,000 compounds, 1% hits; AID 588590, 2011
#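 Fluorescent replication assay read twice, at 0 min and 10 min after adding 50 nM (final) substrate. Enzyme (10 nM) and compounds were first incubated 15 min at room temperature; enzyme-free buffer wells were negative controls.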
# G9a block – qHTS Assay for Inhibitors of Histone Lysine Methyltransferase G9a. G9a H3K9 monomethylation, AlphaScreen, 2 h. Potency, µM (highest dose often 102 µM), without a hit: at the highest dose activity, negative = inhibition, actives largely listed as inhibitors. 350,000 compounds, 8.8% hits; also: % is scaled to controls: 0 for no effect and ±100 for the full control effect; nearly all actives have a fitted effect of over 75% in size
#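 G9a (20 nM) was preincubated 15 min with compound, then reacted 2 h at room temperature with 500 nM biotin-H3K9 peptide and 20 µM SAM. Monomethyl-H3K9 detected by AlphaScreen using anti-H3K9me1 antibody.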
# BAZ2B inh – qHTS Assay for Inhibitors of BAZ2B; Potency, µM (doses to about 114 µM), for inactives: at the top dose activity change, negative = inhibition, most hits filed as inhibitors; 360,000 compounds, 4.4% hits; AlphaScreen BAZ2B-H3K14Ac peptide displacement; AID 504333, 2011; Bromodomain adjacent to zinc finger domain protein 2B (Homo sapiens), Q9UIF8; also: % is scaled to controls: 0 for no effect and ±100 for the full control effect; nearly all actives have a fitted effect of over 60% in size
#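 AlphaScreen displacement: compounds (up to 110uM) incubated 30 min at room temperature with a preformed 50 nM BAZ2B/50 nM biotinylated H3K14Ac peptide complex in PBS pH 7.4 with Tween-20. Donor and acceptor beads at 10 ug/mL final added, 20 min light-protected before reading.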
# POLB inh – qHTS Assay for Inhibitors of DNA Polymerase Beta. P06746. Pol beta primer extension/strand displacement, fluorescence kinetic. Potency, µM (doses to about 114 µM), for inactives: top-dose activity change, negative = inhibition, most hits filed as inhibitors. 340,000 compounds, 1.3% hits; also: % is scaled to controls: 0 for no effect and ±100 for the full control effect
#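 Pol beta (10 nM) and compounds were preincubated 15 min at room temperature, then 50 nM substrate (final) started primer extension/strand displacement. Reads were taken at 0 and 10 min; concentration-response data were fitted to a four-parameter Hill equation.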
# APE1 inh – qHTS Assay for Inhibitors of the Human Apurinic/apyrimidinic Endonuclease 1 (APE1) | DNA repair nuclease/redox regulator APEX1 (Homo sapiens), P27695 | recombinant APE1, TAMRA/BHQ-2 abasic DNA cleavage fluorescence | Potency, µM (highest dose often 65.8 µM), for inactives: at the highest dose activity change, negative = inhibition, most hits filed as inhibitors | 350,000 compounds, 0.35% hits | AID 2517, 2012;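 also: plate controls were vehicle for no effect and reference inhibitor for full effect; nearly all actives have a fitted effect of over 55% in size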
# Target sequence (P27695 whole entry, looked up): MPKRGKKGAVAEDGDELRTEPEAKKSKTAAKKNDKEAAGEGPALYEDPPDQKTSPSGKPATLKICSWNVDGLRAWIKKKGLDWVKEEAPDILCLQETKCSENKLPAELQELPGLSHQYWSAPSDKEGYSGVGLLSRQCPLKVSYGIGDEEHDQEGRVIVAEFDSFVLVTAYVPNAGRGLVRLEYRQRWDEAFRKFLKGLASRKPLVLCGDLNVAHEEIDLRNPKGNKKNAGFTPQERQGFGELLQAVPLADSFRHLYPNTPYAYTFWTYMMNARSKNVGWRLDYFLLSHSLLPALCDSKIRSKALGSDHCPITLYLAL
#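 Kinetic fluorescence read (525 ex/598 em nm, three reads 60 s apart) of AP-site incision; signal = third minus first read. Enzyme 0.75 nM, dual-labelled THF duplex 50 nM, compound preincubation 15 min RT.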
# JMJD2A Tudor inh – qHTS Assay for Inhibitors of JMJD2A-Tudor Domain; AID 504339, 2011; Potency, µM (top dose mostly 114 µM), for the others: at the top dose activity change, negative = inhibition, usual class: inhibitors; 390,000 compounds, 4.4% hits; AlphaScreen JMJD2A-Tudor / H3K4me3 peptide binding; Lysine-specific demethylase 4A (Homo sapiens), O75164; also: % is scaled to controls: 0 for no effect and ±100 for the full control effect; nearly all actives have a fitted effect of over 50% in size
# An asterisk follows results filed as active; ? = inconclusive; . = not tested or not shown; & = joins results of further samples; [ ] = remark or other dose. Calls follow the shape of the dose curve; as a rule, active = well fitted curve in the direction sought with a large enough effect; inconclusive = small, poorly fitted or top-dose-only effect, or another doubt; inactive = no such curve, though single readings can be large; an effect the other way counts as inactive or inconclusive. Potency is read from the fitted curve at half-maximal effect. These rows are one share of the data; rates above refer to the full screens.
# Each structure is followed by: BLM inh	Pol kappa inh	POLH inh	POLI inh	G9a block	BAZ2B inh	POLB inh	APE1 inh	JMJD2A Tudor inh
1) CS(=O)(=O)N1CCN(c2ccccc2NC(=O)CSc2ccc(Cl)cc2)CC1
  1%	-6%	1%	?	-11%[59 µM]	1%	3%	12%	-25%
2) COc1ccccc1/C=C/C(=O)OCC(=O)NNC(=O)c1ccccc1
  3%	-14%	-11%	-4%	23%[59 µM]	5%	6%	-4%	-20%
3) CCOc1cccc2sc(N(CCN(C)C)C(=O)c3ccc4c(c3)OCCO4)nc12
  0%	-8%	-15%	-2%	-47%	-32%	-5%	38%	-24%
4) O=C(CSc1nc2c([nH]c3ccccc32)c(=O)n1-c1ccccc1)Nc1ccc(Cl)c(Cl)c1
  -1%	-7%[60.1 µM]	13%	-17%	16%[59 µM]	-8%	1%	.	-17%
5) CCC(C)C(=O)Nc1nc(C)c(-c2csc(Nc3cc(Cl)ccc3OC)n2)s1 (configuration not stated)
  -5%	-7%	-29%	-19%	?	?	2%	-6%	?
6) CC1CCCCN1S(=O)(=O)c1ccc2c(c1)CCN2C(=O)C1CC1 (configuration not stated)
  -2%	-1%	-18%	-16%	.	-16%	-19%	-5%	-19%
7) Cc1ccc(-n2cc(C(=O)OCc3ccc(Cl)cc3)c3ccccc3c2=O)cc1
  -10%	-6%[60.1 µM]	-2%	-4%	18%[59 µM]	1%	2%	.	-3%
8) CC(=O)c1cccc(NC(=O)/C(=C\c2cccnc2)NC(=O)c2ccc(C)cc2)c1
  0%	-1%	-2%	2%	22%[59 µM]	7%	30%	8%[12.4 µM]	-10%
9) Cc1nn2c(NCCCN(C)C)c3c(nc2c1-c1ccccc1)CCC3
  -5%	-3%	-22%	-1%	?	1%	1%	1%	-23%
10) Nc1nnc(CSCc2ccc(F)cc2)s1
  1%	-17%	-11%	?	?	-3%	0%	4%	-6%
11) O=C(NC(C(=O)N1CCCC1C(=O)O)=C1CCCCC1)c1ccccc1 (configuration not stated)
  -1%	1%	-8%	11%	3%[12.7 µM]	-4%	?	-10%	-6%[11.4 µM]
12) Cc1ccc2[nH]c(=O)c(CNC(C)(C)C)cc2c1
  0%	1%	-13%	1%	?	-28%	10%	-2%	0%
13) Cc1cccc(C(=O)Nc2nnc(COc3ccccc3)s2)c1
  -2%	-9%	-23%	20%	-7%	-2%	-7%	2%	-12%
14) C[C@H](NC(=O)c1ccccc1Cl)C(=O)OCC(=O)NNC(=O)c1cccs1
  .	-9%	-5%	6%	-1%	6%	.	4%	-18%
15) CCOC(=O)C1=C(N)N2C(=O)C(C)SC2=C(C(=O)OCC)C1c1ccccc1 (configuration not stated)
  0%	-6%	-14%	7%	-9%[59 µM]	-4%	10%	0%	-12%
16) CCCCN(C(=O)c1cccc2c(=O)c(C)c(-c3ccccc3)oc12)c1ccccc1
  -9%	-11%	4%	4%	?	-1%	11%	2%	-5%
17) O=C(CSc1nnnn1C1CC1)N1CCN(Cc2ccccc2F)CC1
  .	16%	-18%	-19%	-6%[2.33 µM]	8%	.	11%	3%
18) COc1ccc(C(=O)CC2(O)C(=O)Nc3c(C)cccc32)c(OC)c1OC (configuration not stated)
  -2%	-8%[60.1 µM]	20%	2%	2%[59 µM]	8%	70%	.	4%
19) CC(=O)c1ccc(S(=O)(=O)N(C)CCCC(=O)N2CCN(c3ncccn3)CC2)cc1
  .	-8%	-15%	18%	14%[12.7 µM]	9%	.	-9%	-12%
20) O=C(COC(=O)COc1cccc(F)c1)Nc1nc2ccccc2s1
  .	0%	-7%	10%	.	.	.	4%	-13%
21) Cc1ccc(NC(=O)C2CCCN(c3ncccn3)C2)cc1C (configuration not stated)
  2%	1%	-12%	16%	7%	0%	1%	39%	-3%
22) Cc1ccc(N2C(=O)CC(N3CCc4ccccc43)C2=O)cc1Cl (configuration not stated)
  1%	-1%	-15%	90%[activator]	-7%	-20%	1%	6%	-12%
23) O=C1c2ccccc2C(=O)c2c(/C=C/N3CCCCC3)ccnc21
  .	-5%	?	?	.	.	.	.	-35%
24) O=C(Nc1cccc(S(=O)(=O)N2CCOCC2)c1)C1CCCN(C(=O)c2ccc(Cl)cc2)C1 (configuration not stated)
  -3%	-8%	19%	?	-27%[12.7 µM]	0%	22%	-4%	-16%[11.4 µM]
25) NC(=O)c1oc2ccccc2c1NC(=O)CS(=O)(=O)c1ccccc1
  2%	-9%	8%	15%	8%	-17%	-1%	9%	0%
26) O=C(CC1NCCNC1=O)Nc1cccc([N+](=O)[O-])c1 (configuration not stated)
  -2%	-2%	-4%	-26%	-1%	-20%	1%	4%	-15%
27) COc1ccccc1OCCn1c(=O)n(C)c2ccccc21
  -6%	10%	-18%	18%	39%[12.7 µM]	-29%	2%	-4%	-3%
28) COC(=O)c1ccc(Nc2ncnc3sccc23)cc1
  2%	3%	-10%	47%[activator]	?	-13%	-10%	57%	1%
29) O=C(O)c1ccc2c(c1)C(=O)N(c1cccc(S(=O)(=O)Nc3cccc(C(F)(F)F)c3)c1)C2=O
  2%	-6%	-13%	6%	-40%	-31%	-17%	1%	-5%
30) COc1ccc(Cn2c(=O)[nH]c3cc(C(=O)Nc4ccccc4C)ccc32)cc1
  -3%	6%	-3%	-3%	-11%	-2%	33%	16%	-4%
31) Cc1ccc(NC(=O)NCc2cccnc2)cc1Cl
  -4%	6%	-14%	12%	15%	-14%	0%	0%	-22%
32) CC1(NC(=O)CSc2nnc(-c3c[nH]c4ccccc34)n2C2CC2)CCS(=O)(=O)C1 (configuration not stated)
  .	-4%	-9%	-1%	2%[12.7 µM]	9%	.	-16%	2%
33) CC(=O)Nc1ccc(S(=O)(=O)N2CCN(Cc3nc4sc(C)c(C)c4c(=O)[nH]3)CC2)cc1
  -11%	1%	?	5%	.	-13%	-16%	8%	-5%[11.4 µM]
34) Cc1ccc(S(=O)(=O)NCCc2cn3nc(C)c(C)nc3n2)cc1C
  -3%	5%	-8%	-17%	.	2%	-11%	-6%	8%
35) Cc1ccc(NC(=O)C2CCCCC2C(=O)O)cc1C (configuration not stated)
  1%	-5%	-5%	?	1%	3%	11%	1%	-20%
36) Cc1ccc(S(=O)(=O)N(C)CCCC(=O)Nc2ccc(F)cc2)cc1
  -6%	-6%	-9%	3%	-28%	.	?	-1%	-11%
37) NC(=O)CC(NC(=O)Cc1ccc(Cl)cc1)c1ccc(NCCc2ccccc2F)c([N+](=O)[O-])c1 (configuration not stated)
  -2%	-1%	-13%	7%	-36%[12.7 µM]	-14%	0%	0%	-23%
38) N#Cc1c2n(c3c(=O)n(Cc4ccc(Cl)cc4)cnc13)CCCCC2
  -7%	-15%	-14%	-1%	22%[59 µM]	-7%	0%	-4%	-13%
39) COC(=O)C1=C(N)OC2=C(C(=O)CCC2)C1c1ccc2c(c1)OCO2 (configuration not stated)
  0%	0%	-21%	23%	-17%	-9%	39%	2%	-18%
40) COc1cccc(C2c3c(oc4ccc(C)cc4c3=O)C(=O)N2CCCN2CCOCC2)c1OC (configuration not stated)
  -4%	-1%[60.1 µM]	-12%	6%	-17%[59 µM]	-14%	13%	.	-1%

# Exported with tabs: two of the compounds above
nr	SMILES	BLM inh	Pol kappa inh	POLH inh	POLI inh	G9a block	BAZ2B inh	POLB inh	APE1 inh	JMJD2A Tudor inh
34	Cc1ccc(S(=O)(=O)NCCc2cn3nc(C)c(C)nc3n2)cc1C	-3%	5%	-8%	-17%	.	2%	-11%	-6%	8%
35	Cc1ccc(NC(=O)C2CCCCC2C(=O)O)cc1C (configuration not stated)	1%	-5%	-5%	?	1%	3%	11%	1%	-20%

# An excerpt from above, reduced to POLI inh.
cpd	structure	POLI inh
21	Cc1ccc(NC(=O)C2CCCN(c3ncccn3)C2)cc1C (configuration not stated)	16%
38	N#Cc1c2n(c3c(=O)n(Cc4ccc(Cl)cc4)cnc13)CCCCC2	-1%
25	NC(=O)c1oc2ccccc2c1NC(=O)CS(=O)(=O)c1ccccc1	15%
26	O=C(CC1NCCNC1=O)Nc1cccc([N+](=O)[O-])c1 (configuration not stated)	-26%
27	COc1ccccc1OCCn1c(=O)n(C)c2ccccc21	18%

# Other results:
# Each structure is followed by: BLM inh	Pol kappa inh	POLH inh	POLI inh	G9a block	BAZ2B inh	POLB inh	APE1 inh	JMJD2A Tudor inh
41) CCCN1CCCc2cc(CN(CCCN3CCOCC3)C(=O)Nc3ccc(OCC)cc3)ccc21
  -1%&0%	-11%[60.1 µM]	-7%&-18%	?	13µM*	40µM*	7%&-5%	-5%	28µM*
42) COc1cc(C)c(NC(=S)Nc2ccc(C)c(Cl)c2)cc1OC
  -3%	0%	-19%	0%	?	-37%	0%	-6%	-32%
43) Cn1c(SCC(=O)N2CCCC2)nc2cccnc21
  -5%	-2%	-16%	21%	?	-22%	3%	8%	8%
44) COC(=O)c1ccc(-c2ccc(C(c3c(C)[nH][nH]c3=O)c3c(C)[nH][nH]c3=O)o2)cc1
  -18%	?	25µM*	3.5µM*	1.4µM*	8.9µM*	20µM*	-11%	32µM*
45) O=C(Nc1ccc(Cc2nc3ccccc3s2)cc1)c1ccncc1
  1%	-8%	-16%	16%	?	-16%	8%	-8%	-18%
46) C=CCN1C(=O)C(Cc2ccc(F)cc2)S/C1=N/N=C/c1ccco1 (configuration not stated)
  -3%	-4%	-21%	37%[activator]	8%[59 µM]	-3%	-17%	-3%	-8%
47) COc1ccccc1N1CCN(C(=O)C2CCN(S(=O)(=O)c3ccccc3)CC2)CC1
  -4%	-6%	-6%	46%[activator]	?	-9%	4%	-2%	-15%
48) COc1ccc(OC)c(/C=C/C(=O)OCC(=O)Nc2cccc(C(C)=O)c2)c1
  -7%	-7%	-20%	-14%	55%[activator][59 µM]	19%	-1%	?	15%
49) Cc1oc(-c2ccc(C(=O)NCc3ccc(F)cc3)cc2)nc1CS(=O)c1ccccc1 (configuration not stated)
  -3%	-10%	-2%	24%	?	-16%	-11%	.	-3%
